Screening data from PubChem BioAssay.
HCV core dimer: inhibitors of HCV core protein dimerization, primary screen, biochemical, TR-FRET, high-throughput; TR-FRET GST/Flag-core106 dimerization, 1536-well; inhibition, % at 5 µM; 0.33% of 300,000 active; AID 1899, 2009;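 active = inhibition above the mean of all tested compounds plus 3 SD, set per screening campaign, cut at about 45% in these data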
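Assay system: tagged HCV core106 pair (GST and Flag); medium: KF-containing HEPES buffer, pH 7.45, DTT, CHAPS, BSA; also added: Eu donor and XL665 acceptor anti-tag antibodies; dosing: 5 µM single dose; timing: compound-protein-antibody incubation 4 h at 22.5 °C; signal: TR-FRET 671 and 617 nm emission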
TPT1 inh: Candida albicans TPT1 enzyme inhibitors, primary screen, biochemical, fluorescence polarization | tRNA 2'-phosphotransferase TPT1 (Candida albicans SC5314) | recombinant caTPT1, FP RNA substrate dephosphorylation | inhibition, % at 5 µM | 0.81% of 300,000 active;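 active = inhibition above the mean of all tested compounds plus 3 SD, set per screening campaign, cut at about 24% in these data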;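 note: plate controls were DMSO alone for no effect and ferristatin control at 100 nM for full effect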
EBNA-1 inhibitor: EBNA-1 DNA-binding inhibitors, primary screen, biochemical, fluorescence polarization | 0.34% of 300,000 active | inhibition, % at 14.8 µM; in the data active = inhibition above about 28%
PREPL inh: PREPL enzyme inhibitors, primary screen, biochemical, fluorescence polarization. recombinant PREPL, fluorescence polarization activity-based probe. inhibition, % at 5.96 µM. 0.68% of 320,000 active; in the data active = inhibition above about 43%;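 note: 0% = enzyme with DMSO and 100% = wells lacking enzyme; many of its hits are not listed in these tables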
PP5 primary: PP5 phosphatase inhibitors, primary screen, biochemical, fluorescence. inhibition, % at 6.7 µM. AID 1987, 2009. 0.18% of 320,000 active. Serine/threonine-protein phosphatase 5 (Homo sapiens), P53041. purified PP5c, OMFP substrate fluorescence;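 active = inhibition above the campaign's mean inhibition across all tested compounds plus 3 SD, cut at about 9.5% in these data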;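 note: 0% = DMSO only and 100% = 100 µM cantharidin control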
Target sequence (P53041 whole entry, looked up): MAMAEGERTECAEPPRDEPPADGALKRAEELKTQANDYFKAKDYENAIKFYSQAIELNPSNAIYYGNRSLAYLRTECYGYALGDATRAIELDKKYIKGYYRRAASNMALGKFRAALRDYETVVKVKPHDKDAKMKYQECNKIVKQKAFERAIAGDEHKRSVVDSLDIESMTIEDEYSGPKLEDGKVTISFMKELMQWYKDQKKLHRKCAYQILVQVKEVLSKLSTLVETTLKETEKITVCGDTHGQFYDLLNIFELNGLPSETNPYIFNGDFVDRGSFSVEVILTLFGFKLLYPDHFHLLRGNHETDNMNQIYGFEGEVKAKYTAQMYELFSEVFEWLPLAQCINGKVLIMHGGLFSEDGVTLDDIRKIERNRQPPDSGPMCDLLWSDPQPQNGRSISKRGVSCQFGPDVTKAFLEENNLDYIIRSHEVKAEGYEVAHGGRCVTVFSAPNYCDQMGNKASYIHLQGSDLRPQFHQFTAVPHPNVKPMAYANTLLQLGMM
PP1 counter: PP1-alpha phosphatase inhibitors, primary screen, counter-screen for PP5 inhibitor project, biochemical, fluorescence, OMFP substrate, single point | Serine/threonine-protein phosphatase PP1-alpha catalytic subunit (Homo sapiens), P62136 | purified PP1alpha | inhibition, % at 6.7 µM | 0.9% of 320,000 active | AID 2235, 2010;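 active = inhibition above the mean inhibition of all tested compounds plus 3 SD, computed separately for each screening campaign, cut at about 15% in these data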
Target sequence (P62136 whole entry, looked up): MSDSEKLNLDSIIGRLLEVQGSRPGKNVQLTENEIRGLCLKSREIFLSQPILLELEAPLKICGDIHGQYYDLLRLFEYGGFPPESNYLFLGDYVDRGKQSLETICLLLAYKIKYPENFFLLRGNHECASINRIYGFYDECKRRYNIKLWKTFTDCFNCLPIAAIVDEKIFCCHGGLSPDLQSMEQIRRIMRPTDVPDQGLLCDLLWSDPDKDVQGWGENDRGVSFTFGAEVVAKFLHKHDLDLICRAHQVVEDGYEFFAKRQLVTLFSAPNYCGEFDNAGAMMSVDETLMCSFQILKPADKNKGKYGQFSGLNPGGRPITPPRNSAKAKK
Efflux pump mplx: inhibitors of Candida efflux pumps in yeast, primary screen, S. cerevisiae, Nile Red, multiplex. AID 485275, 2010. S. cerevisiae Candida pump triplex. 0.44% of 330,000 active. inhibition, % at 10 µM;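 active = plate passing quality check with inhibition over a set limit, or well fluorescence over plate mean plus 4 SD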;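 note: Nile Red retained in pooled yeast measured as flow cytometry median fluorescence; 0% = buffer negative control and 100% = Enniatin B positive control; higher means more Nile Red kept so more efflux inhibition; some compounds called inactive have numbers as strong as hits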
CTSL1 counter: Fasciola hepatica cathepsin L1 inhibitors, primary screen, counter-screen for PFM18AAP inhibitor project, biochemical, QFRET, fluorogenic peptide substrate; recombinant F. hepatica cathepsin L1, Z-Leu-Arg-MCA fluorescence; inhibition, % at 5.96 µM; 0.49% of 300,000 active;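 active = inhibition above the mean of all tested compounds plus 3 SD, set per screening campaign, cut at about 17% in these data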;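 note: 0% = plate median of test compound wells and 100% = 1 µM Z-Phe-Ala-diazomethylketone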
ZTA counter: blocks Epstein-Barr virus ZTA, an EBNA-1 counter-screen. ZTA-DNA binding, fluorescence polarization. inhibition, % at 11 µM. 0.15% of 320,000 active. AID 2234; in the data active = inhibition above about 33%
Target sequence (P03206 whole entry, looked up): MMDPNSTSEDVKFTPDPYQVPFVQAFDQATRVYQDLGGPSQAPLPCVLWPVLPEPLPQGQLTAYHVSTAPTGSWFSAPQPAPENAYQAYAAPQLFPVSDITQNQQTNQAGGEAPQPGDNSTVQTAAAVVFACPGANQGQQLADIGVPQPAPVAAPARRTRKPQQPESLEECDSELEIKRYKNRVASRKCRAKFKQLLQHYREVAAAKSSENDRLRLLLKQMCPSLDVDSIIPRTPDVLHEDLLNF
* = called active by the depositor; . = no result given. These rows are one share of the data; count on the stated rates, not on these rows.

SMILES	HCV core dimer	TPT1 inh	EBNA-1 inhibitor	PREPL inh	PP5 primary	PP1 counter	Efflux pump mplx	CTSL1 counter	ZTA counter
CC(C)c1nnc(SCC(=O)NCCC2=CCCCC2)n1N	2	-3	6	17	4.5	-4	-0.1	-3	-21
Cc1cccc(-c2c3c(=O)n(C)c(=O)n(C)c3cn2CCO)c1	-1	-5	-5	4	2.2	0	0.0	3	7
CCn1cc(C(=O)Nc2ccc(F)c(F)c2)cn1	-5	0	-4	5	0.2	-1	-0.4	-4	-17
CCOC(=O)Cn1nc(Cc2ccccc2)c2ccccc2c1=O	2	-5	6	25	-2.0	4	-0.2	3	2
CC1(C2CC2)NC(=O)N(CC(=O)Nc2ccc(C(F)(F)F)cc2)C1=O (stereo not drawn)	.	.	.	-1	1.0	-5	0.1	.	4
COc1cccc(NC(=O)c2ccccc2F)c1	9	3	-3	-1	-1.1	-2	0.0	0	2
COc1cc(OC)cc(C(=O)Nc2ncn[nH]2)c1	.	.	.	-3	-1.4	-3	-0.1	.	6
O=C(CSc1nc(N2CCCCC2)nc(N2CCCCC2)n1)Nc1nccs1	12	1	-3	-2	2.5	-2	0.1	1	2
CCN(CC(=O)Nc1c(F)cccc1F)C(=O)Cc1csc(-c2ccc(OC)c(OC)c2)n1	-2	1	-5	-10	0.7	-3	0.1	0	11
C=CCNC(=S)NC(=O)c1ccc(C)c(Br)c1	-2	0	-15	-26	0.4	5	0.0	2	6
CC(=O)Nc1ccc(NC2=C/C(=N/S(=O)(=O)c3cccs3)c3ccccc3C2=O)cc1	4	-3	-4	19	14*	3	0.2	102*	23
CCOC(=O)c1c(NC(=O)CN2C(=O)NC3(CCC(C)CC3)C2=O)sc(C)c1CC (stereo not drawn)	6	1	-2	-5	-1.1	-1	-0.1	0	3
CCc1cc(=O)oc2cc(C)cc(OC(C)C(=O)NC3CCN(Cc4ccccc4)CC3)c12 (stereo not drawn)	-2	-1	-5	-28	0.5	-2	0.1	0	2
Cc1cc(C)cc(Oc2ccc(N)cc2)c1	-1	2	4	-1	4.0	2	-0.1	3	-1
O=C1OCC(c2ccc(Cl)s2)=C1c1ccccc1[N+](=O)[O-]	5	-1	-1	-21	0.2	0	0.2	1	-2
CN(Cc1ccncn1)C(=O)CC1C(=O)NCCN1Cc1cccc(Oc2ccccc2)c1 (stereo not drawn)	0	-8	6	10	1.5	0	0.0	7	-15
CC(C)NS(=O)(=O)c1ccc(CCC(=O)O)cc1	-1	-1	-6	2	2.4	1	0.1	-5	4
Cc1nc(Cc2nnc(SC(C)C(=O)N3c4ccccc4NC(=O)C3(C)C)o2)cs1 (stereo not drawn)	.	.	.	-2	-0.8	0	0.2	.	7
O=C(c1ccc(Cl)cc1)c1cc([N+](=O)[O-])ccc1N1CCOCC1	1	2	4	26	0.5	1	-0.1	-3	-6
CNCC(O)CN1CCN(c2ccccc2OC)CC1 (stereo not drawn)	-1	-5	-4	-1	-0.6	-1	0.3	4	12
COc1ccc(CC(=O)N2CCN(C(=O)c3ccco3)CC2)cc1	-7	2	-14	-6	0.9	1	0.0	0	2
O=C(Cc1ccc(F)cc1)Nc1c(C(=O)N2CCN(c3ncccn3)CC2)oc2ccccc12	3	-2	13	19	1.2	-2	-0.1	4	5
COc1cc(/C=N/N=C(\N)c2nonc2N)cc(OC)c1O	-9	2	-5	3	-0.8	-4	0.1	1	-2
O=C(CCc1nnc2ccc(NCc3ccco3)nn12)N1CCN(c2ccccc2F)CC1	2	3	-13	6	2.0	-2	0.1	-2	-2
CCOC(=O)N1CCN(CC(=O)n2c(C)c(C)c3ccccc32)CC1	-7	-3	4	10	2.6	-5	-0.1	-1	-3
COC(=O)c1ccccc1S(=O)(=O)N1CCC(C(=O)OCC(=O)NCC(F)(F)F)CC1	-3	2	-2	10	1.2	-1	-0.1	0	6
CCOc1ccc(C2=Nn3c(nnc3-c3cccnc3)SC2)cc1	4	-1	-20	0	-2.4	13	0.3	-6	9
CC(Oc1cc2oc(=O)c3c(c2cc1Cl)CCC3)C(=O)NCC1CCC(C(=O)O)CC1 (stereo not drawn)	-13	-1	-4	11	2.8	-1	0.5	3	-17
CCOc1c(Br)cc(CNc2ncn[nH]2)cc1OC	-8	1	4	-1	1.8	1	-0.2	-1	-7
O=C(Cc1ccc(F)cc1)Nc1ccc(S(=O)(=O)N2CCCC2)cc1	-1	1	-10	11	0.4	2	-0.1	-2	-8
O=C(c1cc(F)ccc1F)C1CCCN(C(=O)CSc2ccccn2)C1 (stereo not drawn)	1	-1	-5	3	0.7	-2	-0.1	2	2
CC(C)CNC(=O)COc1cccc(C(=O)NCc2ccccc2)c1	-8	2	3	0	0.3	-6	-0.1	4	-33
O=S(=O)(NCc1ccccc1Br)c1cccs1	1	3	-10	-13	1.8	0	0.0	1	-6
O=C(CSc1nnc(-c2cc3ccccc3cc2O)n1Cc1ccco1)c1ccc(F)cc1	10	-1	-2	11	4.7	7	0.1	0	0
CSc1ccccc1NC(=O)CN(C)CC(=O)Nc1cc(C)ccc1C	1	0	7	3	2.8	1	-0.1	-1	0
Cc1cc2c(C)nc(Cc3ccccc3)nc2o1	2	-3	-10	0	3.1	-4	0.1	-3	-17
C=CCNC(=S)NNC(=O)c1csc(C)c1CC	1	1	4	2	-1.4	-4	-0.2	2	-1
COC(=O)c1ccc(CSc2n[nH]c(=S)s2)o1	-6	-4	6	-1	1.4	-1	-0.1	-2	-21
C#CCSc1[nH]c(=O)cc(C)c1C#N	0	-3	-5	-4	-1.9	-2	-0.1	-1	-1
Cc1cccc(NC(=O)NNS(=O)(=O)c2ccc(F)cc2)c1	-9	-2	-10	6	1.7	-1	-0.1	-7	-13
CCOc1ccc(Br)cc1S(=O)(=O)Nc1cccc(S(=O)(=O)N(C)c2ccccc2)c1	22	-2	0	2	4.8	2	-0.2	-2	-4
CCN(CC)CCN1C(=O)C(O)=C(C(C)=O)C1c1ccc(OC)c(OC)c1 (stereo not drawn)	-8	0	-3	0	-0.3	2	0.0	-1	-2
COc1ccc(SCCN2CC[C@@H](NC(=O)OCc3ccccc3)CCC2=O)cc1	.	.	.	10	-0.6	-3	0.0	.	-7
COC(=O)c1cc(-c2ccc(Br)cc2)n[nH]1	0	4	-8	-10	4.0	-2	0.1	-1	-3
CC12CCC3C(CCC4N(CCO)CCC34C)C1CCC2O (stereo not drawn)	-4	-3	-12	-56	4.0	-1	0.1	1	3

3 structures already listed, arranged by formula weight, low to high:
SMILES	HCV core dimer	TPT1 inh	EBNA-1 inhibitor	PREPL inh	PP5 primary	PP1 counter	Efflux pump mplx	CTSL1 counter	ZTA counter
CC(C)c1nnc(SCC(=O)NCCC2=CCCCC2)n1N	2	-3	6	17	4.5	-4	-0.1	-3	-21
CCOc1ccc(C2=Nn3c(nnc3-c3cccnc3)SC2)cc1	4	-1	-20	0	-2.4	13	0.3	-6	9
CCN(CC)CCN1C(=O)C(O)=C(C(C)=O)C1c1ccc(OC)c(OC)c1 (stereo not drawn)	-8	0	-3	0	-0.3	2	0.0	-1	-2

Other structures follow:
SMILES	HCV core dimer	TPT1 inh	EBNA-1 inhibitor	PREPL inh	PP5 primary	PP1 counter	Efflux pump mplx	CTSL1 counter	ZTA counter
O=C(COC(=O)c1cc(S(=O)(=O)N2CCOCC2)ccc1Cl)NCc1ccc2c(c1)OCO2	.	.	.	3	-0.9	-1	0.1	.	6
CNC(=O)COC(=O)c1cccc(S(=O)(=O)N2CCN(c3ccc(F)cc3)CC2)c1	4	-7	7	-17	-0.6	-1	0.0	0	12
COCCNC(=O)CN(C(=O)CCC(=O)Nc1cc(C)on1)c1ccc(C)cc1C	-6	-1	-12	7	-0.2	0	-0.1	1	-3
O=C(NCCCc1ccccc1)c1ccccc1	-7	-9	1	2	3.4	2	0.0	4	13
Cc1cccc(C(=O)OCc2cnc(Cl)s2)c1	-2	-4	2	-14	3.2	1	0.1	-1	3
CCc1ccc2[nH]c(=O)c(CN(CCN(C)C)C(=S)NCc3ccco3)cc2c1	-3	3	1	-4	0.1	-2	0.0	3	5
O=C(NCc1ccccc1)C12CC3CC(CC(C3)C1)C2	3	1	-4	10	2.3	-5	0.3	-1	11
COc1ccc(OC)c(CN(CCN2CCOCC2)C(=O)Nc2ccccc2)c1	-2	1	4	3	-0.5	-3	0.2	-1	-1
O=C(Nc1ccncc1)C1CCN(S(=O)(=O)c2ccccc2)CC1	0	1	10	18	-0.4	3	-0.3	5	3
O=S1(=O)CCOC[C@H](Cc2ccccc2)N1Cc1ccccc1F	-10	-1	10	16	1.8	-1	-0.1	-2	-3
C=CCNC(=O)C1CCN(S(C)(=O)=O)CC1	-4	-2	3	1	0.8	-2	-0.1	3	1
Cc1cc(C)cc(NC(=O)Nc2cnccn2)c1	2	-1	0	12	3.7	0	0.2	1	4
O=c1cnnc(N/N=C/c2ccc3c(c2)OCO3)[nH]1	1	-2	15	-6	-0.4	-2	-0.1	4	23
N#C/C(=N\Nc1ccc(Cl)c(Cl)c1)C(=O)C1CC1	3	-2	2	4	5.7	2	0.3	4	-4
CC(=O)C1=C(C)NC(SCC(=O)c2ccc(Cl)cc2)=C(C#N)C1CC(C)C (stereo not drawn)	3	2	2	26	3.3	1	0.1	-1	-2
COc1cc(-c2ccc3oc(-c4ccsc4)cc3c2)cc(OC)c1OC	-22	-3	-5	16	2.6	5	0.0	-1	-3
Cc1nc2sc(C(c3ccco3)N3CCN(c4ccccc4F)CC3)c(O)n2n1 (stereo not drawn)	-2	-2	4	10	1.6	-3	-0.1	-4	-18
CC(Sc1ncnc2sc(-c3ccccc3)cc12)C(N)=O (stereo not drawn)	-29	-2	-5	-2	2.2	1	0.2	-1	-12
CCC1CCCCN1CCCNC(=O)c1ccc2c(c1)NC(=O)CS2 (stereo not drawn)	-2	-4	-7	4	0.1	-3	-0.1	1	13
CCCCn1c(N)c(N(CCOC)C(=O)COc2c(C)cccc2C)c(=O)[nH]c1=O	-5	2	1	1	1.4	-15	-0.2	2	-9
O=C(c1cccs1)N1CCn2c1nc1ccccc12	-5	2	-13	-4	4.6	-2	0.0	1	4
NS(=O)(=O)c1ccc(-n2cccc2C=O)cc1	0	3	-9	16	-1.4	-5	0.1	-3	-13
c1cc(-c2n[nH]c(-c3ccncc3)n2)ccn1	7	0	-5	-5	2.1	1	0.0	-4	2
CC(C)(C)c1cc(CN2CCN(CCC#N)CC2)cc(C(C)(C)C)c1O	-5	0	18	-7	0.8	-3	0.1	-2	17
CN(C)CCSc1nc(-c2ccccc2)nc2c1CCC2	-12	0	-3	-6	3.5	-1	0.0	-6	-14
Cc1cc(/C(N)=N/OC(=O)Nc2ccccc2)no1	-13	1	4	3	3.0	-8	0.0	4	1
CCCc1cc(=O)[nH]c(SCC(=O)c2ccc3c(c2)OCCO3)n1	1	-4	2	-3	0.6	0	-0.1	2	-4
COc1ccc(Nc2ccccc2)c(C)c1	-5	-2	12	6	-0.5	-1	0.1	3	22
COCCNC(=O)C(c1ccc(O)cc1)N(C(=O)CCC(=O)Nc1nccs1)c1cccc(C)c1 (stereo not drawn)	0	1	-18	7	1.1	-4	0.4	-1	5
CCOC(=O)N/N=C/c1cc(C)n(-c2cccc3ccccc23)c1C	6	3	13	-3	4.4	2	0.0	-1	-7
